Bioassay records from PubChem.
GLP-1R agonist – qHTS of GLP-1 Receptor Agonists | Glucagon-like peptide 1 receptor (Homo sapiens), P43220 | HEK293 GLP-1R CRE-luciferase, luminescence, 4-6 h; cells express a hypersensitive GLP-1R form | Potency, µM (doses to about 45.6 µM), for the others: at the top dose activation, hits mostly activators | hit rate 0.007% among 380,000 | AID 624172, 2012; also: potency is read from the fitted curve at half-maximal effect; % of control where 0% means no effect
GLP1R inv ag – qHTS of GLP-1 Receptor Inverse Agonists (Inhibition Mode). Glucagon-like peptide 1 receptor (Homo sapiens), P43220. HEK293 GLP-1R CRE-luciferase, luminescence, 24 h; GLP-1R form is constitutively active. Potency, µM (top dose mostly 38.3 µM), inactives show at the highest dose activity change, negative = inhibition, most hits filed as inhibitors. hit rate 1.6% among 410,000. AID 624417, 2012; also: potency is read from the fitted curve at half-maximal effect; % is scaled to controls: 0 for no effect and ±100 for the full control effect; nearly all actives have a fitted effect of over 55% in size
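Inverse agonism was detected as reduced cAMP-driven luciferase luminescence after 24 h compound treatment. The cells were HEK293 clones expressing constitutively active human GLP-1R with the reporter. Reporter-only and GPR119 cell lines served as counterscreen controls.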
HEK293 tox – qHTS of GLP-1 Receptor Inverse Agonists: Cytotox Screen; hit rate 0.13% among 410,000; HEK293 cAMP-luciferase reporter cells, luminescence, 24 h; Potency, µM (titrated, usually from 38.3 µM), inactives show at the highest dose activity change, negative = inhibition, actives largely listed as inhibitors;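 also: loss of luciferase light is scored as toxicity; potency is read from the fitted curve at half-maximal effect; % is scaled to controls: 0 for no effect and ±100 for the full control effect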
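Cells in DMEM/10% Nu serum/1% pen-strep, 1536-well format. Pre-incubated 12 h, dosed with 23 nL compound, incubated a further 24 h. Luciferase detection, 12 min at room temp, luminescence.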
DRD3 antagonist – qHTS of D3 Dopamine Receptor Antagonist: qHTS | D3R cells, DiscoveRx beta-arrestin luminescence, antagonist mode; hits give low values | max response, negative = inhibition, % | hit rate 2.5% among 360,000; in the data active = max response below about -50%; inconclusive = no clear call, values can overlap the other calls; also: % is scaled to controls: 0 for no effect and ±100 for the full control effect; mostly tested at two doses, the higher about 12 µM
Target sequence (P35462 whole entry, looked up): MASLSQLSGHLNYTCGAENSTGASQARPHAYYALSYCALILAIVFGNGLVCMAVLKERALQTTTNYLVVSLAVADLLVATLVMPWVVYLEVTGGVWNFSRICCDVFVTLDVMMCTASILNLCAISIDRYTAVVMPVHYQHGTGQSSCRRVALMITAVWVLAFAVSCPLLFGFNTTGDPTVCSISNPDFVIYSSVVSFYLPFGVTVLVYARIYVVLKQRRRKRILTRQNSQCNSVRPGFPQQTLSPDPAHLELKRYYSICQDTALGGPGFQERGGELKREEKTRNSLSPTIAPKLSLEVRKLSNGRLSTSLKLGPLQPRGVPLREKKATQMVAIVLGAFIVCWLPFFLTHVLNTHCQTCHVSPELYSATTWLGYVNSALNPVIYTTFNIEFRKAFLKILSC
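Cells expressing the human receptor were seeded at 1500 cells/well, incubated overnight at 37 degrees C in 5% CO2, then exposed to library compounds with dopamine controls for 90 minutes at 37 degrees C before luminescent detection.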
PI5P4Ka inh – qHTS for Inhibitors of phosphatidylinositol 5-phosphate 4-kinase (PI5P4K) | max response, % | hit rate 1.2% among 330,000 | PI5P4Kalpha enzyme, ADP-Glo luminescence, 60 min; hits give low values | AID 652105, 2013; active = max response of -50% or lower; inconclusive = between -30% and -50%; inactive = -30% or higher; also: value at the top dose of about 77 µM; % is scaled to controls: 0 for no effect and ±100 for the full control effect
Target sequence (P48426 whole entry, looked up): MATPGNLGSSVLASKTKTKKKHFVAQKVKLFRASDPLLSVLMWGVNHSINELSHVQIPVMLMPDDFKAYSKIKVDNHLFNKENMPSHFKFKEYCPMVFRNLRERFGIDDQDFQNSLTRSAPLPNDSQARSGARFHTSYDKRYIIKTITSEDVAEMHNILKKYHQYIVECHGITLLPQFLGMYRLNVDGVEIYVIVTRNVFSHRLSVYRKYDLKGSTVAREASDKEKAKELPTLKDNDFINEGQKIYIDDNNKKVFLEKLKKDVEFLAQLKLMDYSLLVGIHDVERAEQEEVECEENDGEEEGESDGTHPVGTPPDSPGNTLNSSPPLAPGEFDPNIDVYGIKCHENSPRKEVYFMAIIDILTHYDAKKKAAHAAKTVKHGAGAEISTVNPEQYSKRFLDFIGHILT
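Reactions run in 0.038 M HEPES pH 7.4, 0.28 mM EGTA, 0.1% CHAPS and 5% DMSO, with PI5P4Kalpha, substrate, compound and 5 microM ATP final, one hour at room temperature. Readout is ADP-Glo luminescence.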
IL2 activator – qHTS of IL-2 Activators; IL-2 activation reporter assay, cell-based qHTS; stimulated with anti-CD3/CD4/CD28 beads; in transgenic mouse T cells; activation, % (series mostly up to about 46 µM); hit rate 0.065% among 360,000; in the data active = activation above about 50%; inconclusive = mostly about 30% to 49%; also: 0% is about no effect
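Readout is EGFP and DsRed signal by fluorescent plate cytometry after 18 h at 37 degrees C. Transgenic mouse T cells (750/well) received compound for 60 min before bead stimulation (anti-CD3, anti-CD4, anti-CD28); memory T cells served as non-tolerant control.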
D3 ag – qHTS of D3 Dopamine Receptor Agonist: qHTS | D3R DiscoveRx beta-arrestin cells, luminescence, 90 min | AID 652048, 2013 | max activation, % | hit rate 0.58% among 410,000 | D(3) dopamine receptor (Homo sapiens), P35462; in the data active = max activation above about 30%; also: 0% is about no effect; mostly tested at two doses, the higher about 12 µM
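Cells at 1500/well, incubated overnight, then treated with pinned compounds (dopamine as control) for 90 min at 37 degrees C. DiscoveRx reagent added for 30 - 60 minutes at room temperature; luminescence read.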
PLK1 PBD block – qHTS for Inhibitors of PLK1-PDB (polo-like kinase 1 - polo-box domain): Primary Screen | Plk1 PBD binding of FITC phosphopeptide, fluorescence polarization | Potency, µM, for the others: max response, negative = inhibition, most hits filed as inhibitors | hit rate 2.8% among 360,000 | AID 720504, 2013; also: potency is read from the fitted curve at half-maximal effect; series mostly up to about 57 µM; % is scaled to controls: 0 for no effect and ±100 for the full control effect; nearly all actives have a fitted effect of over 65% in size
WRN helicase inh – qHTS for Inhibitors of WRN Helicase; Bifunctional 3'-5' exonuclease/ATP-dependent helicase WRN (Homo sapiens), Q14191; WRN helicase unwinding, fluorescent forked duplex, kinetic; Potency, µM (series often up to 114 µM), for the others: top-dose activity change, negative = inhibition, hits mostly inhibitors; hit rate 0.46% among 360,000; AID 651768, 2012; also: potency is read from the fitted curve at half-maximal effect; % is scaled to controls: 0 for no effect and ±100 for the full control effect; nearly all actives have a fitted effect of over 55% in size
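Enzyme (20 nM final) and test compound sit together 15 min at room temperature before substrate addition. Substrate is a single-forked duplex oligonucleotide (100 nM) labelled with fluorophore and quencher, with 2 mM ATP; helicase unwinding raises red fluorescence, read kinetically.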
Active calls of the source: *; ? = inconclusive; . = no result given; & = joins results of further samples; [ ] = another dose, or the depositor's remark. Unless noted, calls follow the shape of the dose curve; as a rule, active = well fitted curve in the direction sought with a large enough effect; inconclusive = small, poorly fitted or top-dose-only effect, or another doubt; inactive = no such curve, though single readings can be large; an effect the other way counts as inactive or inconclusive.

SMILES	GLP-1R agonist	GLP1R inv ag	HEK293 tox	DRD3 antagonist	PI5P4Ka inh	IL2 activator	D3 ag	PLK1 PBD block	WRN helicase inh
CCOc1cc(C)c(S(=O)(=O)NCc2ccccn2)cc1C	3%	3%	-9%	4	12	-0.7	2	-12%	-25%
Cc1cc(=O)[nH]n(CCO)c1=O	0%	5%	-3%	13	1	2.6	14	2%	1%
CCOC(=O)c1c2n(c3c(NCc4ccccc4)ncnc13)CCCC2	-1%	-12%	-14%	-9	-4	-3.2	-10	-11%	-26%[57.1 µM]
CCCCCc1cccnc1	-4%	17%	1%	29	-1	1.1	16	3%	-10%
CCC(=O)N1CCc2cc(S(=O)(=O)NCCN3CCC(C)CC3)ccc21	17%	11%	?	-90*	9	2.3	1	-6%	-13%
COc1ccc(CC(=O)Nc2cccc(-c3nnc(-c4ccccc4)o3)c2)cc1OC	-3%	?	?	13	.	0.7	28	-7%	-6%
CC1(Cc2ccc3ccccc3n2)C(=O)Nc2ccc(OC(F)(F)F)cc21 (centres undefined)	3%	-22%	3%	19	0	-0.2	13	-5%	-4%
CCOc1ccc(C(=O)O/N=C(\N)c2ccc([N+](=O)[O-])cc2)cc1OCC	-17%	4%	1%	7	-1	-0.8	1	3%	-8%
Cc1nc2ccccc2c(=O)n1CCCO	-9%	-6%	4%	-10	0	-4.4	-6	-8%	3%
COc1cccc(NC(=O)N2CCCC2C(=O)Nc2ccc3c(c2)OCO3)c1 (centres undefined)	0%	3%	-8%	-11	9	2.6	1	2%	4%
COc1cccc(C(=O)Nc2cc(NC(=O)c3cccs3)ccc2C)c1OC	23%	5%	-10%	32	1	2.7	4	-2%	-8%
CCc1ccc[n+](-c2nc3ccccc3nc2C(=C=[N-])C#N)c1	-1%	9%	-9%	1	-1	3.6	-12	-23%	4%
COc1ccc(CN(C)C(=S)Nc2ccc(Cl)cc2)cc1	9%	?	-1%	-18	6	-0.5	-5	-20%	6%
CCN1C(=O)/C(=C\N2CCCCCC2)SC1=S	16%	?	?	2	-6	0.0	-3	-4%	1%
O=S(=O)(CCSc1ccccn1)c1nc2ccccc2s1	-23%	0%	-29%	?	.	-2.4	7	6.7µM*	-22%
O=C(c1ccco1)n1nc(-c2ccccc2)nc1NCc1ccc(Cl)cc1	-5%	6%	0%	.	.	.	-2	.	.
COC(=O)c1ccccc1NC(=O)CCS(=O)(=O)c1ccc(Br)s1	15%	-9%	8%	-52*	8	-2.4	1	-13%	-2%
COc1ccc(C2Oc3ccccc3N2C(C)=O)cc1 (centres undefined)	5%	3%	4%	-20	.	1.1	1	-1%	-13%
Cc1cccc(-n2c(SCC(=O)NC3CCCC3)nnc2-c2ccoc2C)c1	20%	0%	3%	-2	0	2.3	0	0%	-11%
NC(=O)C(c1ccccc1)c1ccc(C(=O)c2ccccc2)cc1 (centres undefined)	4%	?	-4%	-7	0	0.2	0	3%	2%[57.1 µM]
O=C(Cc1c[nH]c2ccccc12)OCCOC(=O)Cc1c[nH]c2ccccc12	-2%	?	-22%	7	-2	-0.2	-10	0%	-17%
CCOC(=O)c1sc(=NC(=O)c2cccc(C)c2)n(C)c1C	11%	50%[activator]	4%	5	5	-4.0	-5	2%	-16%
CCOc1cc(C2C(C(=O)c3ccco3)=C(O)C(=O)N2CC2CCCO2)ccc1O (centres undefined)	0%	4%	-16%	16	-6	0.5	1	1%	4%
CCOC(=O)C1CCN(Cc2oc(CO)cc(=O)c2O)CC1	-8%	19%	-6%	21	-6	0.8	3	-1%	-9%
Cc1ccc(CN2CC(C(=O)Nc3cc(S(C)(=O)=O)ccc3Cl)CC2=O)cc1 (centres undefined)	-7%	3%	-10%	6	-24	-1.9	-1	4%	-3%[57.1 µM]
Remaining list, next part
SMILES	GLP-1R agonist	GLP1R inv ag	HEK293 tox	DRD3 antagonist	PI5P4Ka inh	IL2 activator	D3 ag	PLK1 PBD block	WRN helicase inh
CCc1nc2ccc(C(=O)N(C)CCN(C)C)cn2c1N(CC)CCOC	10%	21%	3%	?	3	0.2	-7	-14%	3%[57.1 µM]
Cc1nc(SCc2ccccc2)n[nH]1	5%	3%	4%	-10	1	-2.7	-3	-9%	5%
CCCCC(=O)NS(=O)(=O)c1ccc(N=NN(CC)CC)cc1	17%	-8%	29%	-24	1	0.2	-1	-4%	12%
CN(Cc1cc(=O)[nH]c2ccccc12)C(=O)c1ccccc1	1%	-15%	11%	6	0	-1.3	0	-12%	1%
CCOC(=O)C1=NOC(Cn2cc(C(C)=O)c(=O)[nH]c2=O)C1 (centres undefined)	-3%	2%	-4%	-16	-4	-4.1	10	2%	6%
CCc1ccc(CN(C)C(=O)C2CCC(=O)N(CC3CCCCC3)C2)cc1 (centres undefined)	8%	?	9%	-3	6	-0.9	-10	4%	5%
COc1cccc(CNC(=O)COC(=O)C23CC4CC(CC(Cl)(C4)C2)C3)c1	13%	-14%	-13%	2	-1	1.8	-1	4%	0%
NC(=O)C1(N2CCCCC2)CCN(S(=O)(=O)c2cc(Cl)ccc2Cl)CC1	-5%	-32%	0%	0	0	4.6	-10	-8%	1%
Cc1ccc(Cl)cc1NC(=O)CN1CCN(S(=O)(=O)N2CCOCC2)CC1	3%	6%	1%	17	0	0.5	-1	-1%	-2%[57.1 µM]
COc1cccc(-c2cc(C(=O)Nc3ccc(N(C)C(C)=O)cc3)c3cc(Br)ccc3n2)c1	-8%	?	-13%	0	1	0.9	9	-5%	-2%
COC(=O)[C@@H](Cc1ccccc1)NC(=O)NCCc1ccccc1	6%	?	-4%	7	2	-0.8	-5	1%	-6%
COc1ccc(S(=O)(=O)N2CCCCC2)cc1NC(=O)c1cc(C)on1	2%	8%	-5%	5	-1	-0.9	6	-4%	-4%[57.1 µM]
Cc1cccc(N2CCN(S(=O)(=O)c3ccc4c(c3)CCCN4C(=O)C3CCC3)CC2C)c1 (centres undefined)	-2%	?	-8%&9%	0	7	-3.2	8&2	-1%	-3%
CCOC(=O)c1cc(NC(=O)c2c(C)noc2C)cc(C(=O)OCC)c1	4%	6%	4%	39	.	-3.7	6	-1%	13%
COc1cc(C(=O)O/N=C(\N)c2ccc([N+](=O)[O-])cc2)cc(OC)c1OC	8%	3%	-11%	1	3	-3.6	1	-20%	6%
CCn1c(SCC(=O)Nc2cc(C)on2)nnc1-c1ccc(C)cc1	12%	9%	-9%	3	-1	-0.5	11	-9%	9%
O=C(CCn1ccc2ccccc21)NC1CCCc2ccccc21 (centres undefined)	3%	?	2%	-14	8	7.6	0	2%	-18%
Cc1cc(C)n(S(=O)(=O)c2ccccc2)n1	1%	12%	13%	-4	6	18	4	-4%	-6%
COc1ccc(N(Cc2cc3cc(C)ccc3[nH]c2=O)C(C)=O)cc1	-2%	0%	1%	1	-1	1.0	-1	-1%	4%
CC(C)(C)n1nnnc1C(c1cccs1)N1CCN(C(=O)c2ccco2)CC1 (centres undefined)	6%	3%	10%	-10	5	-2.1	-2	-20%	3%
COC(=O)c1sc(NC(=O)COc2ccccc2C)nc1C	8%	-2%	0%	-5	1	-0.2	-4	0%	-21%
CCNC(=O)C1(C)CCN(C(=O)CCc2ccccc2)C1 (centres undefined)	6%	28%	-10%	16	-2	-0.2	0	-3%	7%
Cc1c(C(=O)N2CCCCC2)sc(N)c1C#N	2%	1%	-9%	19	-2	0.2	3	0%	7%
CC(C)(C)OC(=O)NCCCCC1=CC2=CC(=O)C(C)(O)C(=O)C2=CO1 (centres undefined)	-1%	0%	-9%	9	-80*	-2.7	25	-29%	?
O=C(NCCc1ccccc1)c1cc(Sc2cccc(Cl)c2)nc2ccccc12	24%	58%[activator]	6%	.	.	.	5	.	.

Looked up above:
Entry for Cc1cc(C)n(S(=O)(=O)c2ccccc2)n1 in IL2 activator: 18
Entry for O=C(NCCc1ccccc1)c1cc(Sc2cccc(Cl)c2)nc2ccccc12 in HEK293 tox: 6%
Entry for CN(Cc1cc(=O)[nH]c2ccccc12)C(=O)c1ccccc1 in PLK1 PBD block: -12%

Next section:
SMILES	GLP-1R agonist	GLP1R inv ag	HEK293 tox	DRD3 antagonist	PI5P4Ka inh	IL2 activator	D3 ag	PLK1 PBD block	WRN helicase inh
N=c1c2c3c(sc2nc2n1CCC2)CCCC3	-13%	-5%	1%	?	-2	-4.0	2	-10%	16%
S=C(Nc1cccnc1)Nc1ccccc1Br	-8%	6%[0.307 µM]	-1%[0.307 µM]	-10	5	0.0	-8	-23%	-9%
COc1ccc(C(=O)N/C(=C\c2cn(C)c3ccccc23)C(=O)OCC(C)C)cc1	-8%	0%	10%	23	0	-4.9	-1	-7%	-18%
COc1cccc(C(=O)NCCCNC(=O)c2ccco2)c1	2%	6%	-16%	-9	-3	3.0	2	-10%	16%
Cc1ccc(NC(=S)N/N=C/c2ccc(OCCC(C)C)cc2)c(C)c1	0%	?	76%[activator]	-13	10	3.3	-10	-12%	-12%
O=Cc1cn(CC(=O)N2CCc3ccccc32)c2ccccc12	-13%	7%[0.307 µM]	5%[0.307 µM]	1	1	-0.1	-2	-11%	11%
COC(=O)CSc1nc2sc3c(c2c(=O)[nH]1)CCC3	2%	-9%	-11%	18	-22	0.9	7	-26%	-14%
COc1ccc(Nc2cc(C)nc(N3CCN(C(=O)c4ccc5c(c4)OCO5)CC3)n2)cc1	-8%	-1%	9%	6	5	2.6	5	-2%	-5%
CCn1c(C)nc2cc(C(=O)NNS(=O)(=O)c3c(F)cc(F)c(Cl)c3F)ccc21	1%	-10%[7.66 µM]	18%[7.66 µM]	-8	2	-0.1	2	-9%	6%
